Screens (PubChem BioAssay)
MEP2 TOR yeast – modulators of MEP2-GFP levels in yeast, primary screen, S. cerevisiae, multiplex flow cytometry, MLPCN library | 330,000 compounds, 0.51% hits | GFP response vs DMSO, % at 10 µM | S. cerevisiae MEP2-GFP strain, 3 h; 100% = DMSO control level;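 active = GFP response versus DMSO above a set limit, roughly screen mean plus 3 SD, cut at about 180% in these data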;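 also: median GFP fluorescence of the barcode-gated MEP2-GFP cells per well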
LAP4 TOR yeast – modulators of LAP4-GFP expression in yeast, primary screen, S. cerevisiae, multiplex flow cytometry, MLPCN library. 3 h; median GFP as percent of DMSO wells. GFP response vs DMSO, % at 10 µM. AID 2023, 2009. 320,000 compounds, 0.34% hits;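 active = GFP response vs DMSO above a set limit, about the screen mean plus 3 SD, cut at about 150% in these data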
EBNA-1 inh – EBNA-1 DNA-binding inhibitors, primary screen, biochemical, fluorescence polarization | inhibition, % at 14.8 µM | 300,000 compounds, 0.34% hits; in the data active = inhibition above about 28%
RPL19A-GFP yeast – RPL19A-GFP expression modulators in yeast, primary screen, cell-based, S. cerevisiae, multiplex flow cytometry, MLPCN | S. cerevisiae RPL19A-GFP strain, 3 h; hits give low values | percent response vs DMSO, % at 10 µM | 330,000 compounds, 0.3% hits | AID 2025, 2009;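 active = percent response vs DMSO below 50%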;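 also: median channel GFP fluorescence of the barcoded RPL19A-GFP strain; ratio of sample median GFP to plate DMSO average so 100% = DMSO; lower means less RPL19A-GFP as with rapamycin TOR inhibition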
ZTA counter – ZTA (EBV) inhibition in EBNA-1 counter-screen; P03206; ZTA-DNA binding, fluorescence polarization; inhibition, % at 11 µM; 320,000 compounds, 0.15% hits; in the data active = inhibition above about 33%
AHR act – AHR activators, primary screen, cell-based, luminescence, luciferase reporter, human; Aryl hydrocarbon receptor (Homo sapiens), P35869; AHR-responsive luciferase reporter cells; activation, % at 5 µM; 320,000 compounds, 2.5% hits; in the data active = activation above about 47%;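 also: 0% = vehicle wells and 100% = reference agonist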
proCasp7 act – procaspase-7 activators, primary screen, counter-screen for procaspase-3 activator project, biochemical, absorbance, HTS, human | Caspase-7 (Homo sapiens), P55210 | recombinant procaspase-7, Ac-DEVD-pNA absorbance 405 nm; D23A/D198A/D206A triple mutant, cannot self-cleave; scale: DMSO 0, 5 µM enzyme 100 | activation, % at 8.5 µM | 330,000 compounds, 0.093% hits;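 active = percent activation above the screen-wide mean plus 3 SD, cut at about 25% in these data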
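Replicates: singlicate. Assay system: Procaspase-7 triple mutant (PC-7 D3A). Signal: 405 nm absorbance of p-nitroaniline. Times: 1 h preincubation, 2 h reaction. Buffer or medium: Zinc-free HEPES pH 7.4 with 300 mM NaCl, 0.01% Triton X-100. Also added: DEVD-pNA substrate. Benchmarks: DMSO wells as 0%, DMSO with 5 µM added PC-7 as 100%.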
procasp3 activ – activators of human procaspase-3 D3A mutant, primary screen, biochemical, absorbance, PC-3 D3A mutant, single concentration | Caspase-3 (Homo sapiens), P42574 | 330,000 compounds, 0.11% hits | recombinant procaspase-3 D3A, Ac-DEVD-pNA absorbance 405 nm | activation, % at 8.5 µM;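 active = activation above the mean of all tested compounds plus 3 SD, cut at about 21% in these data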;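 also: 0% = DMSO alone and 100% = DMSO wells spiked with extra 5 µM PC-3 D3A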
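Test system: Procaspase-3 D3A mutant; medium: Zinc-free HEPES/NaCl buffer with 0.01% Triton X-100 at pH 7.4; reagent: DEVD-pNA substrate; doses: one concentration, 8.5 µM nominal, 0.8% DMSO; times: 1 h preincubation plus 2 h reaction at 25 °C; signal: Epi-absorbance at 405 nm of released p-nitroaniline, 0 and 120 min; replicates: singlicate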
* marks the source's active call; other numbers are inactive results; / = no result given.

cpd	Structure	MEP2 TOR yeast	LAP4 TOR yeast	EBNA-1 inh	RPL19A-GFP yeast	ZTA counter	AHR act	proCasp7 act	procasp3 activ
1	CCCCN(C(=O)c1cc2c(s1)CCCCC2)c1c(N)n(CCC)c(=O)[nH]c1=O	101	99	/	97	-3	1	-6	3
2	COc1cc(-c2nn3c(C4CCCCC4)nnc3s2)cc(OC)c1OC	111	103	1	105	2	6	4	2
3	Cc1ccc(Oc2cnc3ccccc3n2)cc1	96	95	-3	91	-2	-1	-1	4
4	O=C(CCl)N1CCN(C(=O)C2COc3ccccc3O2)CC1 (stereo unspecified)	108	95	/	102	/	0	-2	5
5	CCOC(=O)C1CCCN(CC(=O)/C=C2/N(C)c3ccccc3C2(C)C)C1 (stereo unspecified)	109	108	12	108	0	0	-2	4
6	COc1ccc(CCNC(=O)CSc2nnc(Cc3cccn3C)n2C)cc1OC	105	88	9	106	-3	-3	-8	5
7	Cc1cc(Cl)ccc1OCCNC(=S)NC(=O)c1cccnc1	102	100	9	103	20	0	14	-5
8	COc1ccc(-c2cc(C(=O)Nc3ccc(Br)cc3)no2)cc1	113	92	6	108	-3	4	0	-1
9	CC(Cl)C(=O)NNC(=O)CNS(=O)(=O)c1ccccc1 (stereo unspecified)	69	108	5	98	20	0	8	0
10	COc1ccccc1-c1cc(C(F)(F)F)nc(S(=O)(=O)CCCC(=O)O)n1	96	98	-8	93	-14	-1	-2	0
11	CCn1c(SCC(=O)N/N=C\c2ccccc2OCC(=O)O)nnc1-c1ccc(Cl)cc1	98	107	2	103	18	0	-2	0
12	O=C1c2c(O)cc(O)cc2O[C@@]12c1c(cc(O)c3c1O[C@H](c1ccc(O)cc1)[C@@H](O)C3)O[C@@H]2c1ccc(O)cc1	96	94	-4	92	1	-2	2	-6
13	O=C(O)CC1c2ccccc2C=Cc2ccccc21	92	125	0	94	9	-1	-7	5
14	CCOC(=O)C1CCN(c2c(NCCCN3CCN(Cc4ccccc4)CC3)c(=O)c2=O)CC1	106	99	1	99	-3	-2	6	1
15	Cc1cccc(N2CCN(S(=O)(=O)c3ccc4c(c3)n(C)c(=O)c(=O)n4C)CC2C)c1 (stereo unspecified)	100	97	35*	95	6	3	-8	6
16	Cc1ccc2nc(SCC(=O)NCc3ccc4c(c3)OCO4)nc(=O)n2c1	102	108	-5	97	-16	5	7	-2
17	COc1ccc(OC)c(NC(=O)c2ccc(CN(c3cc(Cl)ccc3C)S(=O)(=O)c3ccccc3)cc2)c1	104	111	1	100	-11	0	-6	-2
18	CCCc1cc(=O)[nH]c(SCC(=O)Nc2oc(C)c3c(C)n[nH]c(=O)c23)n1	97	99	-3	97	5	3	1	10
19	CCCCN(C(=O)C1CC(=O)N(Cc2ccc(C)cc2)C1)c1c(N)n(CC(C)C)c(=O)[nH]c1=O (stereo unspecified)	103	93	-6	104	-7	0	0	-3
20	OCC1(Cc2ccccc2F)CCCN(CC2CCCCC2)C1 (stereo unspecified)	103	94	1	101	0	-3	-5	-8
21	COc1ccc(NC(=O)c2cc3n(n2)C(C(F)(F)F)CC(c2ccco2)N3)cc1 (stereo unspecified)	112	116	18	105	5	0	9	-5
22	Cc1ccccc1N(C(=O)c1cccs1)c1nc2ccccc2s1	95	98	-3	98	1	11	2	-16
23	Cc1ccc(NC(=O)CN2C(=O)NC3(CCCc4ccccc43)C2=O)c(Cl)c1 (stereo unspecified)	105	103	/	104	/	3	16	6
24	CC(=O)Nc1cc(C)nn1-c1nc2ccccc2s1	94	112	2	98	-8	46	7	3
25	N#Cc1ccc(Oc2cccc3cccnc23)c([N+](=O)[O-])c1	104	103	0	103	3	9	2	-3
26	COc1ccc(CNC(=O)C(C)Sc2ccc(C)cc2)cc1 (stereo unspecified)	98	104	-10	100	5	-1	4	2
27	CC(=O)C[C@H](O)CC(=O)[C@@H]1OC(=O)CCCCCc2ccccc21	96	101	/	94	/	0	0	0
28	CC(C)NC(=S)N/N=C/c1ccc(N2CCOCC2)cc1	101	93	6	95	-4	23	10	-1
29	Cc1cc(C(=O)Cn2cc(C(F)(F)F)ccc2=O)c(C)n1CC1CCCO1 (stereo unspecified)	123	136	/	115	-3	0	3	6
30	Cc1ccc(NC(=O)CN(C)CC(=O)Nc2ccccc2C#N)cc1	103	99	-4	98	-1	5	6	3
31	Cc1ccc(-c2nnc(-n3ncc(C#N)c3N)c3ccccc23)cc1C	101	92	6	109	-4	6	4	7
32	N#Cc1nc(COc2ccccc2)oc1N1CCCC1	88	134	4	85	-5	18	9	5
33	COC(=O)/C=C/c1c(C)[nH]c(=O)[nH]c1=O	107	107	9	102	3	3	10	8
34	CCN(CC)S(=O)(=O)c1ccc(N(C)C)c(NC(=O)C2CCCC2)c1	112	103	0	107	5	3	8	8
35	CCCN1CCC(NC(=O)Nc2ccc(F)cc2F)CC1	100	93	12	99	7	-2	-3	5
36	COc1ccc(/C=N/NC(=O)CCN2CCCCC2c2cccnc2)cc1Cn1cc([N+](=O)[O-])cn1 (stereo unspecified)	99	112	-2	93	10	6	6	10
37	Nc1ccccc1SCC(O)Cn1ccc2ccccc21 (stereo unspecified)	102	105	-3	100	14	-1	-6	0
38	CNC(=O)c1ccsc1NC(=O)CCS(=O)(=O)c1ccc(Cl)cc1	97	100	-1	98	9	-3	7	6
39	COc1ccc(-c2csc(NC(=O)c3ccoc3C)n2)cc1	97	99	4	91	15	-5	0	-1
40	COc1ccc(NC2c3ncccc3C(=O)N2Cc2ccccc2)c(OC)c1 (stereo unspecified)	98	95	-1	100	1	0	-3	7
41	O=C(NCc1ccc(Cl)cc1)C1CCCN(c2cnccn2)C1 (stereo unspecified)	99	100	-11	104	-6	78*	-5	4
42	O=C(CSc1nc2sc3c(c2c(=O)n1-c1ccccc1)CCCC3)NCc1ccco1	119	109	5	100	-6	0	-11	4
43	COc1ccc(S(=O)(=O)N2CCC(C(=O)Nc3cc(Cl)ccc3N3CCOCC3)CC2)cc1OC	92	98	8	100	5	-1	7	-1
44	O=C(COC(=O)C1CCC(=O)N1)Nc1ccc(Br)cc1 (stereo unspecified)	100	90	1	103	-3	-1	4	-5
45	O=C(NCCc1ccccc1)C1CCC(=O)N(CCCN2CCCC2=O)C1 (stereo unspecified)	103	94	1	103	3	3	8	1
46	O=C(Nc1cccc(S(=O)(=O)Nc2ccccc2Cl)c1)c1ccc(Cl)nc1	106	98	5	101	6	17	-3	-7
47	CC(C)CC(=O)c1c[nH]c(C(=O)N2CCN(Cc3ccccc3)CC2)c1	103	101	-13	99	10	3	-9	2
48	CCc1ccc2[nH]c(=O)c(CN(CCN3CCOCC3)C(=O)Nc3ccccc3F)cc2c1	101	92	-2	92	11	3	4	0
49	CCC(=O)Nc1nnc(-c2cccs2)s1	107	117	-1	93	3	74*	10	9
50	O=C1Nc2ccc(S(=O)(=O)NCc3ccco3)c3cccc1c23	107	110	-2	108	-4	9	-16	-5
51	CC(C)(C)NC(=O)/C=N/O	102	95	-3	99	8	1	-5	-7
52	COC(=O)c1ccc(CN2CCN(C(C)C)C(CCO)C2)cc1 (stereo unspecified)	104	99	4	99	0	-1	-5	2
53	CCOC(=O)Cn1ccc(NC(=O)COc2ccc(F)cc2F)n1	100	98	0	99	-12	-1	-4	-2
54	O=C1C2C3C=CC(C4CC34)C2C(=O)N1/N=C/c1ccc(-c2ccc(Cl)cc2[N+](=O)[O-])o1 (stereo unspecified)	99	104	0	93	-2	19	16	-4
55	CCC(=O)n1nc(-c2cccnc2)nc1NCc1ccc(OC)cc1	96	95	4	101	-11	15	-5	2
56	Clc1ccc2nncn2n1	96	91	7	101	7	-2	12	-3
57	CC(CCc1ccccc1)NC(=O)c1ccccc1Cl (stereo unspecified)	107	98	-11	103	1	5	6	-6
58	COc1cc(NC(=O)c2ccc(N)nc2)cc(C(=O)Nc2cccc(C(F)(F)F)c2)c1	105	97	5	109	5	11	-5	4
59	O=C(c1cccc(Br)c1)N1CCN(c2cnn(-c3ccccc3)c(=O)c2Cl)CC1	95	99	11	93	5	-2	6	-1
60	Cc1ccc(NC(=O)CSc2nnc(NC(=O)C3CC3)s2)cc1	96	104	-1	96	9	4	-1	-2
61	NC1=NC(=Nc2cccc(S(N)(=O)=O)c2)c2ccccc21	87	94	10	90	-1	2	2	8
62	c1ccc(-c2noc(CN3CCN(c4cnccn4)CC3)n2)cc1	100	103	-20	97	3	14	6	-7
63	CC(=O)N1N=C(c2cccc(Cl)c2)OC1c1ccc(C(C)C)cc1 (stereo unspecified)	108	109	-4	101	3	3	2	-6
